Bioassay records as filed in PubChem BioAssay.
aSyn yeast rescue – rescues yeast growth from alpha-synuclein toxicity | Potency, µM (series often up to 46.1 µM), for inactives: at the highest dose growth rescue (activation), usual class: activators | hit rate 0.02% among 94,000 | AID 1347070 | S. cerevisiae alpha-synuclein toxicity rescue, BacTiter-Glo growth, 24 h; active means well fitted activation curve with a large enough effect; inconclusive means small, poorly fitted or top-dose-only effect; further: 0% is about no effect
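Growth restoration measured by BacTiter-Glo luminescence after 24 hr at 30 deg C; alpha-synuclein yeast, raffinose-pregrown to mid-log, were added at OD600=0.02 in galactose medium onto pinned compounds.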
An asterisk follows results filed as active; ? = inconclusive; & = joins results of further samples; [ ] = another dose, or the depositor's remark. Potency means the concentration at half of the fitted maximal effect. An excerpt, so the mix of outcomes need not match the whole.

SMILES	aSyn yeast rescue
CC(C)Oc1ccc(C(=O)Nc2ccc(-c3nc4ccccc4s3)cc2)cc1	-5%
Cc1ccc(N2CC(O)=C(c3nc4ccccc4c(=O)[nH]3)C2=N)cc1C	-3%
Cc1cc(C)cc(Nc2cc(C)nc3nncn23)c1	-1%
COc1cccc(-c2nc(SCC(=O)NC3CCCC3)c(-c3ccc(F)cc3)[nH]2)c1	-12%
COc1ccc(C2=NN(CCC(=O)NCc3cccs3)C(=O)CC2)cc1	13%
CCc1ccccc1NC(=O)Cn1nc(CC)n2c(cc3sccc32)c1=O	-6%
CCc1nnc2c(Nc3ccc(N(CC)CC)cc3C)nc3ccccc3n12	-7%
CC(C)N1CCN(c2ccncc2S(=O)(=O)N2CCCCC2)CC1	0%
CCCSCCCNC(=O)C1CCN(C(=O)c2cnn(-c3ccccc3)c2-n2cccc2)CC1	5%
COc1ccc(-c2[nH]ncc2/C=N/NC(=O)c2ccc(Br)cc2)c(OC)c1	-5%
C[C@H](CO)N1C[C@H](C)[C@@H](CN(C)S(=O)(=O)c2cccs2)OCc2cn(nn2)CCCC1=O	4%
COc1ccc(S(=O)(=O)N2CCC(C(=O)Nc3ccc(Oc4ccccc4)cc3)CC2)cc1	-11%
CCN(CC)c1ccc(NC(=O)CN2CCN(CC(=O)Nc3ccccc3OC)CC2)cc1	-3%
COc1ccc2c(c1)CC(C(=O)Nc1ccc(OC)cc1OC)CO2 (configuration not stated)	1%
Cc1cc(C(=O)COC(=O)c2ccc(Cl)c(S(N)(=O)=O)c2)c(C)n1CC1CCCO1 (configuration not stated)	0%
CC(C)N(Cc1ccccc1)C(=O)C1CCCN(c2ncnc3onc(-c4ccc(F)cc4)c23)C1 (configuration not stated)	10%
Cc1ccccc1N1CCN(S(=O)(=O)c2nnc(NC(=O)c3ccccc3)s2)CC1	-7%
O=C(Nc1ccc(S(=O)(=O)Nc2ncccn2)cc1)c1cc(=O)c2ccccc2o1	6%
O=C(c1cc(-c2cccc(O)c2)on1)N1CCCCCC1	2%
O=C(NCC1CCCO1)c1cc(-c2ccccc2)nc2ccccc12 (configuration not stated)	-5%
C=C(C)CN1C(=O)C(C)SC1=NN=C1SCC(=O)N1C (configuration not stated)	-8%
CCN(C1CCCCC1)S(=O)(=O)c1cc2c3c(c1)CCN3C(=O)CC2	-4%
COc1ccc(CNC(=O)c2cc3ccccn3n2)cc1OC	-6%
CCN1CCN(C(=O)c2ccc3c(c2)N(Cc2ccc(Cl)cc2)C(=O)c2ccccc2S3=O)CC1 (configuration not stated)	16%
C=CCN(c1ccccc1C(=O)O)S(=O)(=O)c1ccc(NC(=O)OC)cc1	13%
CCN(CC)C(=O)C1=C(C)Nc2nc3ccccc3n2C1c1ccccc1F (configuration not stated)	-10%
CCCOCn1cc(F)c(=O)[nH]c1=O	-2%
CCCCOc1ccc(CN2C(=O)C(=O)c3cc(C)ccc32)cc1OC	3%
Cc1cc(Sc2ccc(Cl)cc2)nc2ccccc12	-16%
COc1cc(C2CC(=O)N3CN(Cc4ccco4)CSC3=C2C#N)ccc1OCc1ccccc1 (configuration not stated)	-1%
c1ccc2c(c1)CSc1ccccc1N2	-7%
Cc1nc2ccn(Cc3cccs3)c(=O)c2cc1C(=O)NCc1ccc(Br)cc1	1%
COc1ccc(NC(=O)CN2C(=O)CC(c3ccc(C)c(C)c3)=Nc3ccccc32)cc1OC	-6%
CCCCCN(C(=O)CCC(=O)OC(C)C(=O)Nc1cccc(C#N)c1)c1c(N)n(CCCC)c(=O)[nH]c1=O (configuration not stated)	16%
COc1ccccc1C(=O)Nc1c(C(=O)c2ccccc2)oc2ccccc12	20%
CCOC(=O)c1sc(NC(=O)c2ccc3nc[nH]c3c2)nc1C	0%
COc1ccc(NC(=O)CCCSc2nc(-c3ccco3)cc(C(F)(F)F)n2)cc1OC	7%
CCOc1ccccc1NC(=O)C(=O)NCCc1sc(-c2cccc(F)c2)nc1C	1%
O=C(CSc1nc2c(c(=O)[nH]1)CCCC2)Nc1cccc(O)c1	5%
Cc1ccc(OCC(=O)NCc2n[nH]c(=O)c3ccccc23)cc1	-4%
O=C(CNC(=O)c1ccc(Cl)cc1Cl)NCC1CCCO1 (configuration not stated)	-1%
CCN1C(=O)c2ccccc2S(=O)c2ccc(C(=O)N3CCN(c4cc(Cl)ccc4C)CC3)cc21 (configuration not stated)	10%
O=C(CCc1c[nH]c2ccccc12)NCCc1ccc2c(c1)OCCO2	-2%
O=C(Nc1cc(-c2ccccc2)sc1C(=O)O)c1cccc(F)c1	-73%&-81%[inhibitor]
O=C(CN1C(=O)COc2ccc(S(=O)(=O)N3CCCC3)cc21)N1CCN(c2cccc(C(F)(F)F)c2)CC1	0%
COC(=O)c1ccccc1NS(=O)(=O)c1cc2c3c(c1)CC(=O)N3CCC2	-3%
COc1cc(Br)c(C2CC(=O)Nc3cc4c(cc32)OCCO4)cc1OC (configuration not stated)	8%
COc1cc(Cl)c(NC(=O)CC(C)S(=O)(=O)c2cc3c(cc2C)NC(=O)CO3)c(OC)c1 (configuration not stated)	5%
CCOC(=O)c1ccccc1NC(=O)N1CCCn2nc(C)cc21	5%
Cc1cc(C)nc(S/C=C/C(=O)c2ccccc2)n1	7%
COc1cc(OC)c(C2C=C(C(=O)O)Nc3ncnn32)cc1OC (configuration not stated)	-3%
COc1ccc(C(=O)Nc2cc3c(cc2C(=O)c2ccccc2Cl)OCCO3)cc1	-4%
COC(=O)c1ccccc1NC(=O)CSc1nc(=O)cc(N)n1-c1ccccc1	-1%
Cc1ccc(N(CC(O)CN2CCCCC2)S(=O)(=O)c2ccc(C)cc2)cc1 (configuration not stated)	3%
COc1ccc(C(NC(=O)C(C)C)c2ccc3cccnc3c2O)cc1 (configuration not stated)	-6%
O=C(CNC(=O)c1ccccc1F)OCCOc1cccc(Cl)c1	7%
CCCCCn1c(=O)[nH]c2cc(C(=O)N3CCN(c4ccccc4)CC3)ccc2c1=O	8%
CC(=O)N1CCc2cc(S(=O)(=O)C(C)CC(=O)Nc3ccc(Br)c(C)c3)ccc21 (configuration not stated)	-5%
CCC(=O)Nc1nnc(-c2cccs2)s1	-4%
CC(=O)N1CCc2c(sc3nc(SCC(C)C)n(-c4ccc(F)c(Cl)c4)c(=O)c23)C1	?
Next entries follow:
SMILES	aSyn yeast rescue
Cc1ccc(-c2ccc(CN3C(C)C(=O)N(Cc4cn(CCC5OCCO5)nn4)CCS3(=O)=O)cc2)cc1 (configuration not stated)	9%
C[C@H]1CN([C@@H](C)CO)C(=O)CCCn2nncc2CO[C@H]1CN(C)S(=O)(=O)c1ccc(Cl)cc1	14%
CCN1CCN(CCCNC(=O)c2cnn(-c3ccc(C)cc3C)c2C2CCN(C(=O)OC(C)(C)C)CC2)CC1	-11%
CCOc1ccc(NC(=O)CSc2ncn[nH]2)cc1	3%
N#C/C(=C\c1ccc(-c2cccc([N+](=O)[O-])c2)o1)C(=O)N1CCOCC1	-3%
CCCCN(c1ccccc1)c1ncnc2c1cnn2-c1ccc(Cl)cc1	-6%
Cc1ccc(NCc2cc3cc4c(cc3n(CC(=O)Nc3ccc(C)cc3)c2=O)OCCO4)cc1	-1%
Cc1ccc2c(c1)C(c1ccccc1)N(C(=O)c1ccc(OC(C)C)cc1)CC(=O)N2 (configuration not stated)	13%
Cc1ccc(-n2c(Cc3ccccc3)nnc2SCc2nc(-c3cccs3)no2)cc1C	19%
COc1ccc(CCNC(=O)CCn2c(=O)c3ccccc3n(Cc3ccccc3F)c2=O)cc1OC	-9%
COc1ccc(NC(=O)CSc2nnnn2C)c([N+](=O)[O-])c1	-12%
Cc1ccc(CN(C(=O)COc2cc(C)c(Cl)c(C)c2)c2ccccn2)o1	?
Cc1ccc(S(=O)(=O)NCC2CCC(C(=O)NCCCN3CCC(C)CC3)CC2)cc1 (configuration not stated)	5%
CCCC(=O)Nc1ccc(NC(=O)c2ccccc2)nc1	0%
COc1cccc(C(=O)N(Cc2cccc(F)c2)C2CCS(=O)(=O)C2)c1 (configuration not stated)	6%
CCN(CC)c1cc2c(cc1F)c(=O)c(S(=O)(=O)c1cc(C)ccc1C)cn2Cc1ccccc1	3%
CCN(CC)S(=O)(=O)c1ccc2c(c1)c(=O)c(C(=O)NCc1ccccc1OC)cn2C	0%
O=C(Nc1ccccc1)C1CC(=O)n2c(nc3ccccc32)N1 (configuration not stated)	-12%
O=C1NCCN(CC2CCN(CCc3ccccc3)CC2)C1=O	-9%
Cc1cccc(CNC(=O)CCCN2C(=O)CCn3nc(-c4cccn4C)cc32)c1	-1%
Cc1nnc(SCC(=O)Nc2cccc(S(=O)(=O)N3CCCC3)c2)n1C1CC1	-6%
COc1ccc(NC(=O)N2CCN(c3ccc([N+](=O)[O-])cc3)CC2)cc1	-47%[inhibitor]
Cc1nn(C)c2c1c(-c1ccccc1)cc(=O)n2Cc1ccccc1Cl	11%
CCCN(CCC)C(=O)Cn1c(=O)n(CCCC(=O)NCc2ccco2)c(=O)c2sccc21	-5%

An excerpt of the results above:
SMILES	aSyn yeast rescue
Cc1nnc(SCC(=O)Nc2cccc(S(=O)(=O)N3CCCC3)c2)n1C1CC1	-6%
COc1ccc(NC(=O)N2CCN(c3ccc([N+](=O)[O-])cc3)CC2)cc1	-47%[inhibitor]
Cc1nn(C)c2c1c(-c1ccccc1)cc(=O)n2Cc1ccccc1Cl	11%
CCCN(CCC)C(=O)Cn1c(=O)n(CCCC(=O)NCc2ccco2)c(=O)c2sccc21	-5%

Following part.
SMILES	aSyn yeast rescue
OC(CNCc1ccc(-c2ccccc2)cc1)c1ccccc1 (configuration not stated)	4%
CCOC(=O)c1ccccc1NC(=O)Nc1cc2c(cc1N1CCCC1)n(C)c(=O)n2C	-9%
CC(C)(C)c1ccc(-n2nc(C(N)=O)c(O)cc2=O)cc1	-16%
C[C@@H]1CN([C@H](C)CO)C(=O)c2cc(C#C[C@@H](C)O)cnc2O[C@H]1CN(C)C(=O)c1ccc(F)cc1	-8%
Cc1csc(C(C)N(C)C(=O)CCc2nnc(CCc3ccccc3)o2)n1 (configuration not stated)	-4%
Cc1ccc(-n2ncc(C(=O)N3CCc4ccccc4C3)c2C2CCN(C(=O)OC(C)(C)C)CC2)cc1C	-2%
COc1cccc(OC)c1C(=O)Nc1ccc(C(=O)c2ccncc2)cc1	6%
Cc1ccc(NC(=O)CSc2nccn2C2CCCC2)cc1Cl	0%
O=C(CSc1nc2c([nH]c3ccccc32)c(=O)n1-c1ccc(F)cc1)NC1CCCCC1	-7%
Cn1cccc1CNC(=S)Nc1ccccc1F	-7%
c1cc2c(cc1-c1[nH]ncc1CN1C[C@H]3CC[C@H]1C3)OCO2	3%
Cc1ccc(C(=O)O)cc1-c1ccc(C=C2C(=O)c3ccccc3C2=O)o1	-2%
Cc1cn2c(=O)cc(COc3ccc(Cl)cc3)nc2s1	5%
N#CC(C#N)=NNc1ccc([N+](=O)[O-])cc1	-67%[inhibitor]
O=C1CN(C(=O)c2ccc(S(=O)(=O)N3CCCCC3)cc2)C(c2ccc(F)cc2)c2cc(Cl)ccc2N1 (configuration not stated)	?
CC1(C)CC(=O)c2cc(-c3nc(-c4ccc(Cl)cc4)cs3)c(=O)n(-c3cccc(F)c3)c2C1	-10%
CCC(C)NC(=O)CS(=O)Cc1nc(-c2ccccc2C)oc1C (configuration not stated)	0%
CCn1cc(C(=O)OCC(=O)Nc2cccc(C)c2)c(=O)c2ccc(C)nc21	1%
Cc1nn(-c2ccc(N3CCCCC3)nn2)c(C)c1CCC(=O)NCc1ccc(Cl)cc1	-12%
COc1ccc(NC(=O)CCNC(=O)N2CC(=O)Nc3ccccc32)cc1OC	-10%
Cc1ccccc1NC(=O)c1ccc2nccnc2c1	16%
COC(=O)c1ccccc1NC(=O)c1ncoc1-c1ccco1	-11%
CCOC(=O)c1ccccc1NC(=O)N1CCC(N2CCN(Cc3ccccc3)C(=O)C2=O)CC1	6%
COc1cccc(C(=O)NCCCNC(=O)c2ccccn2)c1	7%
COc1ccc(NC(=O)Nc2cccc(Cl)c2Cl)c(OC)n1	0%
CCN(C(=O)c1cc(S(=O)(=O)N2CCOCC2)cn1C)c1cccc(C)c1	8%
c1coc(-c2nc(N=C3N=c4ccccc4=N3)[nH]c2-c2ccco2)c1	-3%
CCOc1ccccc1NC(=O)N1CCN(S(=O)(=O)c2ccc3c(ccn3C)c2)CC1	8%
COc1ccccc1N1CCN(S(=O)(=O)c2ccc(-c3coc(C)n3)cc2)CC1	10%
Cc1cc(C)cc(-n2c(SCC(=O)Nc3nnc(C)s3)nc3c([nH]c4ccccc43)c2=O)c1	3%
COc1ccc2c(n1)Sc1nc3ccccc3nc1N2	-29%
O=C(NCC1COc2ccccc2O1)c1cc(S(=O)(=O)N2CCOCC2)ccc1F (configuration not stated)	-1%
CCCSc1ncc(Cl)c(C(=O)Nc2c(C(=O)Nc3ccccc3)oc3ccccc23)n1	3%
Cc1ccc(C2(C)NC(=O)N(CC(=O)Nc3ccccc3N3CCCC3)C2=O)cc1 (configuration not stated)	-7%
CN1CCN(CCC(=O)Nc2ccc(Cl)cc2)CC1	-1%

7 compounds out of the list, ordered by molar mass, high to low.
SMILES	aSyn yeast rescue
Cc1ccc(-c2ccc(CN3C(C)C(=O)N(Cc4cn(CCC5OCCO5)nn4)CCS3(=O)=O)cc2)cc1 (configuration not stated)	9%
C[C@@H]1CN([C@H](C)CO)C(=O)c2cc(C#C[C@@H](C)O)cnc2O[C@H]1CN(C)C(=O)c1ccc(F)cc1	-8%
Cc1ccccc1N1CCN(S(=O)(=O)c2nnc(NC(=O)c3ccccc3)s2)CC1	-7%
CCN(C(=O)c1cc(S(=O)(=O)N2CCOCC2)cn1C)c1cccc(C)c1	8%
CCN(C1CCCCC1)S(=O)(=O)c1cc2c3c(c1)CCN3C(=O)CC2	-4%
O=C(Nc1ccccc1)C1CC(=O)n2c(nc3ccccc32)N1 (configuration not stated)	-12%
CC(C)(C)c1ccc(-n2nc(C(N)=O)c(O)cc2=O)cc1	-16%

Individual results from above.
CC(C)(C)c1ccc(-n2nc(C(N)=O)c(O)cc2=O)cc1 – aSyn yeast rescue: -16%
COc1cc(Br)c(C2CC(=O)Nc3cc4c(cc32)OCCO4)cc1OC (configuration not stated) – aSyn yeast rescue: 8%
